Screening results from PubChem BioAssay.
CCR6 antag: blocks CCL20-driven beta-arrestin recruitment at human CCR6 | P51684 | CHO-K1 CCR6 PathHunter beta-arrestin, luminescence, CCL20-stimulated | inhibition, % at 20 µM | 340,000 tested, 0.49% active | AID 493098;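 active = compounds whose inhibition of the agonist-driven luminescence signal at 20 µM reaches about 50%, limit read from the data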;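 also: cells stimulated with CCL20 at 14 nM final; plate controls were DMSO with CCL20 for no effect and DMSO without agonist for full effect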
SENP8 inh: blocks the human protease SENP8; Q96LD8; purified SENP8, Z-RLRGG-aminoluciferin cleavage, luminescence; inhibition, % at 10 µM; 330,000 tested, 1.2% active; AID 2540
Target sequence (Q96LD8 whole entry, looked up): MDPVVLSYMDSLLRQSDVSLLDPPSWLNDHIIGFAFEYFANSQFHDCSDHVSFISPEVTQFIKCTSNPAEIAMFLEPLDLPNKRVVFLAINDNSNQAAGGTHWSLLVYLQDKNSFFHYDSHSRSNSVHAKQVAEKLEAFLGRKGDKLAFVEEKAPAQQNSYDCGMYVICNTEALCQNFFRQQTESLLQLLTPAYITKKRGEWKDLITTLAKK
UBC13 inh: human UBC13 polyubiquitination inhibition; P61088; UBC13 polyubiquitin chain formation, TR-FRET; inhibition, % at 20 µM; 330,000 tested, 0.47% active; in the data active = inhibition above about 45%, passing the limit was not always enough
Target sequence (P61088 whole entry, looked up): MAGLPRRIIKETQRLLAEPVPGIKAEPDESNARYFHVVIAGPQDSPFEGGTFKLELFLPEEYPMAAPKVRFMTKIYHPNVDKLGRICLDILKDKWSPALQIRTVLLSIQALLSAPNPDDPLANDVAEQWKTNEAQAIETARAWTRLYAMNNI
Jurkat NFkB inh: lowers PMA/ionomycin-induced NF-kB signal in Jurkat cells. PMA/ionomycin-induced NF-kB luciferase reporter, luminescence. inhibition, % at 4 µM. 330,000 tested, 0.53% active. AID 435003
697 NFkB inh: inhibitors of the PMA/ionomycin-induced NF-kB reporter in 697 B cells; inhibition, % at 4 µM; 330,000 tested, 0.33% active; AID 435022; 697 B-cell NF-kB luciferase reporter, 16 h; in the data active = inhibition above about 35%
Gli-Sufu block: Gli-Sufu pathway antagonism; Sufu-KO-LIGHT fibroblasts, Gli luciferase reporter luminescence; inhibition, % at 5 µM; 340,000 tested, 0.74% active;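 active = inhibition above about 55%, limit read from the data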;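 also: 0% = DMSO-treated cells and 100% = wells with medium but no cells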
Apaf1 inhib: inhibitors of human Apaf-1 apoptosome | 330,000 tested, 0.71% active | AID 489030 | inhibition, % at 20 µM | reconstituted apoptosome caspase-3 activity, DEVD-Rh110 fluorescence | O14727; active = inhibition of at least 40% at 20 µM;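 also: plate controls were DMSO wells for no effect and DEVD-CHO caspase inhibitor wells for full effect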
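System – cell-free apoptosome with Apaf-1, procaspase-3 and caspase-9 · Buffer or medium – pH 7.5 Hepes buffer with CHAPS, BSA, DTT · Also added – cytochrome c with DEVD-Rh110 · Times – 30 min compound preincubation, 50 min activation, room temperature · Technique – Rh110 fluorescence intensity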
EBI2 block: antagonists of human EBI2 receptor | P32249 | EBI2 beta-arrestin recruitment, luminescence, 7a,25-OHC stimulated | inhibition, % at 5 µM | 360,000 tested, 0.81% active; in the data active = inhibition above about 38%;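 also: enzyme fragment complementation signal reports receptor beta-arrestin coupling in cells; 0% = agonist plus DMSO wells and 100% = wells without agonist; some results beyond the cut were filed as inactive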
Target sequence (P32249 whole entry, looked up, the tested form may be a part): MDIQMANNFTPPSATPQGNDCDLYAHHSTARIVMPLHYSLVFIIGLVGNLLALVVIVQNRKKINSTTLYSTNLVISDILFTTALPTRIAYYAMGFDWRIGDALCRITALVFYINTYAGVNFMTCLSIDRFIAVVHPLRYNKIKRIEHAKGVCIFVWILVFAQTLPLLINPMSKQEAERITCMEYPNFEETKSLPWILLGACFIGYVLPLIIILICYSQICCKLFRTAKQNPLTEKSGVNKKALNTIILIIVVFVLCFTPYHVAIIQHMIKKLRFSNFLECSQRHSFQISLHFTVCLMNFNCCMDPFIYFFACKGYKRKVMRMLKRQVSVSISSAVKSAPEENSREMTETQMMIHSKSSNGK
The depositor's hits bear a star; . = no result given. Rule as the data show it, unless noted: active = inhibition above about 50%; inactive = the rest. Not all compounds are listed; the hit share may differ from the screen's.

[1] Cc1ccc(NC(=O)c2ccoc2C)cc1C
[2] COc1ccc(N(CN2C(=O)C3CC=CCC3C2=O)C(=O)c2ccco2)cc1 (stereo unspecified)
[3] O=C(CSc1nnc(CNC(=O)c2ccc(F)cc2)o1)NCc1ccc2c(c1)OCO2
[4] CC12CC3CC(C)(C1)CC(NCc1ccncc1)(C3)C2
[5] O=C1/C(=C/c2cccs2)SC(=S)N1NS(=O)(=O)c1ccccc1
[6] O=C(CSc1ccc(Cl)cc1)Nc1ccccc1N1CCN(C(=O)c2ccc(Cl)cc2)CC1
[7] Cc1cc(C)n(CCNC(=O)C2CCC(=O)N(CC3CCCCC3)C2)n1 (stereo unspecified)
[8] CC(C)(C)c1ccc(C(=O)N/N=C/c2ccc(OCCCF)cc2)cc1
Compound	1	2	3	4	5	6	7	8
CCR6 antag	2	-9	-7	8	22	11	7	6
SENP8 inh	92*	0	0	-1	-7	-6	5	-6
UBC13 inh	15	4	6	16	-12	1	4	-21
Jurkat NFkB inh	-76	0	0	-7	-11	9	-6	7
697 NFkB inh	-61	18	15	-7	-1	-31	8	-7
Gli-Sufu block	-27	1	-4	12	-5	7	-2	2
Apaf1 inhib	1	1	8	-30	-9	12	4	4
EBI2 block	-2	-10	0	-14	-2	43*	-7	3

[9] Cc1c(-n2c(O)c(C3=c4ccccc4=NC3=O)sc2=S)c(=O)n(-c2ccccc2)n1C
[10] CCOC(=O)c1ccc(NC(=O)CSc2nnc(Cc3cccs3)n2C)cc1
[11] O=C(NC(=S)Nc1ccccc1N1CCCC1)c1ccc(F)cc1
[12] CN1C(=O)c2ccccc2C(C(=O)NCCCN2CCCC2=O)C1c1c[nH]c2ccccc12 (stereo unspecified)
[13] c1ccc(-c2nnc(C3CC(c4ccncc4)=NO3)o2)cc1 (stereo unspecified)
[14] COCCNC(=O)CSc1nc2cc3c(cc2c(=O)n1Cc1ccco1)OCO3
[15] Cc1ccc(CN=c2c([N+](=O)[O-])nn(-c3ccc(Cl)cc3)n2O)cc1
[16] O=C1CCCCCC1C1(O)C(=O)Nc2ccccc21 (stereo unspecified)
Compound	9	10	11	12	13	14	15	16
CCR6 antag	18	21	41	1	2	2	-13	2
SENP8 inh	8	1	2	-11	-4	-3	-9	-6
UBC13 inh	-77	-3	3	-10	-7	6	-8	-7
Jurkat NFkB inh	-6	-3	-7	-33	8	9	-13	-13
697 NFkB inh	2	5	-22	-14	12	24	-6	25
Gli-Sufu block	5	2	-2	-4	-6	10	-14	1
Apaf1 inhib	-8	0	4	5	1	3	-4	-5
EBI2 block	7	3	10	.	-6	8	-6	-2

[17] CON/C=C(\C=Nc1ccc(C(F)(F)F)cc1)c1ncc(C(F)(F)F)cc1Cl
[18] O=C(O)C1CCN(S(=O)(=O)c2ccc(N3CCCC3C(=O)O)c([N+](=O)[O-])c2)CC1 (stereo unspecified)
[19] Cc1ccc(NCC(=O)N/N=C/c2cccc(Br)c2)cc1
[20] Cc1ccc(N2C(=O)CC(NNc3nc4ccccc4s3)C2=O)cc1C (stereo unspecified)
[21] COc1cc(C(=O)NCC(=O)Nc2c(C)cccc2C)ccc1OCc1ccccc1
[22] Cc1nnc(NC(=O)CSc2nnc(C)n2-c2ccc(F)cc2)s1
[23] CC(=O)Nc1ccccc1NC(=O)c1cc(C)cc(C)c1
[24] O=C(O)Cc1ccc(NC(=S)NCc2ccco2)cc1
Compound	17	18	19	20	21	22	23	24
CCR6 antag	12	2	-13	14	0	-28	9	9
SENP8 inh	0	1	-6	3	-12	-5	-8	-1
UBC13 inh	-5	-3	-4	16	-7	-11	-1	6
Jurkat NFkB inh	-6	2	-18	2	-34	-11	4	3
697 NFkB inh	14	4	-4	3	-1	-6	14	11
Gli-Sufu block	14	-12	3	5	2	1	-6	-10
Apaf1 inhib	-3	10	16	5	7	6	3	1
EBI2 block	21	-9	17	-6	8	4	-14	-4

[25] CC(C)(C)NC(=O)C(c1ccco1)N(C(=O)c1csnn1)c1ccccc1 (stereo unspecified)
[26] CCCCCCCCCc1nc(N)n[nH]1
[27] CCOc1ccc(NC(=O)CSc2nnnn2C2CCCC2)cc1
[28] CC(C)C(NS(=O)(=O)c1cccc(C(F)(F)F)c1)C(=O)O (stereo unspecified)
[29] CCN(CC)CCN1C(=O)C(=O)/C(=C(/O)c2ccc(S(=O)(=O)N3CCOCC3)cc2)C1c1ccc(Cl)cc1 (stereo unspecified)
[30] COCCn1c(=N)c(S(=O)(=O)c2ccc(Br)cc2)cc2c(=O)n3ccccc3nc21
[31] CCCN(CC(=O)Nc1ccccc1OC)C(=O)CSc1ccc(Br)cc1C
[32] CCN(CC)CCN1C(=O)C(=O)/C(=C(/O)c2ccncc2)C1c1ccccc1 (stereo unspecified)
Compound	25	26	27	28	29	30	31	32
CCR6 antag	14	11	-11	6	4	22	11	-2
SENP8 inh	7	-2	-1	3	6	-9	0	-6
UBC13 inh	-5	4	-1	9	-4	6	36	-9
Jurkat NFkB inh	-9	-6	-7	11	4	-5	-4	-6
697 NFkB inh	5	2	-2	0	8	-6	3	3
Gli-Sufu block	-14	-19	30	1	-9	9	-6	7
Apaf1 inhib	5	10	7	-17	-6	6	57*	7
EBI2 block	-5	-14	5	-14	-13	9	-11	-5

[33] O=C(CN1CCC(n2nnc3cc(C(F)(F)F)ccc32)CC1)NCc1cccs1
[34] O=C(Cc1ccccc1F)Nc1nc(-c2ccc(F)c(F)c2)cs1
[35] Cc1cccc(/C(N)=N/OC(=O)CCCc2ccccc2)c1
[36] CCOc1c(N2CCOCC2)c(=O)c1=O
[37] O=C(Nc1ccnn1C1CCN(C2CCC2)CC1)c1ccccc1
[38] CCC(=O)N1N=C(c2ccc(NS(C)(=O)=O)cc2)CC1c1ccc(N(C)C)cc1 (stereo unspecified)
[39] NC(=O)C(c1ccccc1)C1CCCC1 (stereo unspecified)
[40] Cc1nc2ccccc2n1CC(O)COc1ccc(Br)cc1 (stereo unspecified)
Compound	33	34	35	36	37	38	39	40
CCR6 antag	8	-1	1	1	12	7	-6	13
SENP8 inh	5	-7	40	1	-2	-9	-6	-5
UBC13 inh	7	-4	-2	-2	-4	-4	4	13
Jurkat NFkB inh	-3	-20	-15	-11	-8	-10	4	21
697 NFkB inh	-4	-12	-16	8	-9	-28	12	-25
Gli-Sufu block	32	-49	-21	-4	4	-35	-2	32
Apaf1 inhib	13	22	14	-22	0	2	-13	0
EBI2 block	58*	10	-4	-6	-3	-11	-2	-8

[41] Cc1ccccc1-c1nc(CN2CCC(C(=O)NCC3CCCO3)CC2)c(C)o1 (stereo unspecified)
[42] O=C(CN1CCN(c2ccccn2)CC1)Nc1ccccc1Br
[43] C(=N\n1c2ccccc2c2ccccc21)/c1ccccc1
[44] CCCCNC(=O)COC(=O)c1cc(S(=O)(=O)N2CCCCCC2)ccc1OC
[45] O=C(CNC(=O)c1ccc(Br)o1)NNC(=O)c1ccccc1F
[46] CCOC(=O)NC(NC(=S)Nc1ccccc1[N+](=O)[O-])C(Cl)(Cl)Cl (stereo unspecified)
[47] COc1ccc(CNc2cc(C)cc(C)c2)cc1OC
[48] CCN(C(=O)COC(=O)c1cc([N+](=O)[O-])ccc1N1CCOCC1)C1CCS(=O)(=O)C1 (stereo unspecified)
Compound	41	42	43	44	45	46	47	48
CCR6 antag	2	10	25	3	4	19	.	11
SENP8 inh	7	-2	-14	-3	4	-2	-9	-2
UBC13 inh	10	6	-6	3	-7	-2	-4	-12
Jurkat NFkB inh	2	5	-13	21	4	-3	-5	5
697 NFkB inh	16	-2	-15	5	-27	10	2	-8
Gli-Sufu block	4	4	-21	-3	-9	10	.	-8
Apaf1 inhib	3	5	9	2	-8	-7	-4	4
EBI2 block	-4	-12	-16	-10	-7	8	.	0

[49] CCOn1c(=O)c(=O)n(O)c2ccccc21
[50] O=C(COC(=O)Cc1cccc(C(F)(F)F)c1)NC1CC1
[51] COc1ccc(CCNC(=O)CSc2ccc(-c3cccs3)nn2)cc1
[52] Cc1cc(=O)[nH]c(NN)n1
[53] NC(=O)C1CCN(C(=O)C(=O)c2cn(CC(=O)N3CCCCCC3)c3ccccc23)CC1
[54] C/C(=N\NC(=S)NC(C)C)c1ccc(Cl)c([N+](=O)[O-])c1
[55] COc1cc(NC(=S)NCCN2CCOCC2)cc(OC)c1OC
[56] CC(=O)c1c(C)[nH]c(C(=O)OCC(=O)N2CCc3ccccc3C2)c1C
Compound	49	50	51	52	53	54	55	56
CCR6 antag	-7	-5	-3	-5	-11	15	5	2
SENP8 inh	0	-5	7	4	-9	9	2	-6
UBC13 inh	-4	5	-13	9	-10	6	61*	-2
Jurkat NFkB inh	-8	4	-8	-3	-17	4	-20	6
697 NFkB inh	16	-2	15	27	-22	11	-19	10
Gli-Sufu block	-2	-9	-3	-5	-3	9	51	0
Apaf1 inhib	2	-11	-6	-20	6	11	4	2
EBI2 block	-22	-1	8	-1	-11	-9	1	-12

[57] CC(=O)c1cccc(NCC(=O)N2CCN(S(=O)(=O)c3ccccc3)CC2)c1
[58] O=C1C2CCCN2c2ccc(S(=O)(=O)N3CCOCC3)cc2N1Cc1cccc(C(F)(F)F)c1 (stereo unspecified)
[59] CN(C)c1ccc(/C=N/NC(=O)CN2CCCCC2)cc1Br
[60] OCc1ccc(O)c2ncccc12
[61] O=C(Cn1cc(C(F)(F)F)ccc1=O)N1CCc2ccccc2C1
[62] CCc1ccc(Nc2nnc(SCC(=O)Nc3sccc3C(N)=O)s2)cc1
[63] Cc1cc(N2CCN(c3ccccc3)CC2)n2c(n1)nc1ccccc12
[64] O=C(Cc1c2ccccc2nc2ccccc12)c1ccccc1
[65] COc1ccc(-c2oc(NC(=O)CCl)c(C#N)c2-c2ccc(OC)cc2)cc1
[66] O=C1C(=O)N(CCCN2CCOCC2)C(c2ccc([N+](=O)[O-])cc2)/C1=C(\O)c1ccc2c(c1)OCCO2 (stereo unspecified)
Compound	57	58	59	60	61	62	63	64	65	66
CCR6 antag	12	.	-2	10	2	-2	9	5	2	8
SENP8 inh	2	-9	-6	1	10	-9	12	-11	0	2
UBC13 inh	-14	1	-4	-12	6	5	6	-2	9	-24
Jurkat NFkB inh	-4	-6	-7	32	-2	-12	14	-25	9	-10
697 NFkB inh	17	-5	1	-54	9	-15	-21	-25	26	-27
Gli-Sufu block	-5	.	5	22	-1	13	13	2	-7	-9
Apaf1 inhib	-6	22	-16	-3	-10	-8	11	17	12	10
EBI2 block	2	.	-5	-4	-7	16	-2	-4	22	3
